# Compound activity deposited in PubChem by Broad Institute.
# ROS inducer – raises reactive oxygen species in U2OS cancer cells; 2% of 46,000 active; ROS induction (% of piperlongumine), % at 10 µM; U2OS ROS induction, H2DCF-DA fluorescence; AID 624156; in the data active means ROS induction above about 79%, passing the limit was not always enough;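 further: 0% = DMSO vehicle median and 100% = reference compound median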
# The depositor's hits bear a star.
# The first 3 records as a preview:
SMILES,ROS inducer
O=C(CSc1nnc(-c2ccccc2O)n1-c1ccccc1)Nc1ccc2c(c1)OCCO2,32.3
C[C@H]1CN([C@@H](C)CO)C(=O)c2cc(NC(=O)Nc3ccc(C(F)(F)F)cc3)ccc2O[C@H]1CN(C)Cc1ccc(-c2ccccc2)cc1,36.6
CC1CCN(C(=O)c2ccc(-c3nn(C)c(=O)c4ccccc34)cc2)CC1,8.7

# The whole of this part, repeating the preview:
SMILES,ROS inducer
O=C(CSc1nnc(-c2ccccc2O)n1-c1ccccc1)Nc1ccc2c(c1)OCCO2,32.3
C[C@H]1CN([C@@H](C)CO)C(=O)c2cc(NC(=O)Nc3ccc(C(F)(F)F)cc3)ccc2O[C@H]1CN(C)Cc1ccc(-c2ccccc2)cc1,36.6
CC1CCN(C(=O)c2ccc(-c3nn(C)c(=O)c4ccccc34)cc2)CC1,8.7
COC(=O)c1c(C)oc2ccc(OC(=O)c3ccc(OC)cc3)cc12,22.6
Cc1noc(C)c1NC(=O)N(C)C[C@H]1Oc2ccc(NC(=O)C3CC3)cc2CC(=O)N([C@@H](C)CO)C[C@H]1C,8.0
C[C@@H]1CCCCO[C@@H](CN(C)C(=O)c2ccncc2)[C@@H](C)CN([C@H](C)CO)C(=O)c2cc(NS(=O)(=O)c3ccc(F)cc3)ccc2O1,6.3
Cc1ccc(S(=O)(=O)N(C)C[C@H]2Oc3ccc(NC(=O)Cc4ccccc4)cc3CC(=O)N([C@@H](C)CO)C[C@H]2C)cc1,15.5
C[C@@H]1CN([C@H](C)CO)C(=O)c2cc(NC(=O)CCC(F)(F)F)ccc2O[C@H]1CN(C)C(=O)Nc1cccc2ccccc12,-10.2
COc1ccc(NC(=O)Nc2cccc3c2O[C@@H](CN(C)S(=O)(=O)c2ccc(Cl)cc2)[C@@H](C)CN([C@H](C)CO)C3=O)cc1,0.7
O=C(Nc1ccc(C2=NCCO2)cc1)c1ccc(C(F)(F)F)cc1,-12.6
C[C@@H]1CN([C@H](C)CO)C(=O)c2cccc(NC(=O)Nc3ccc(F)cc3)c2O[C@H]1CN(C)S(=O)(=O)c1ccccc1,-0.3
C[C@@H]1CN([C@@H](C)CO)C(=O)c2cccc(NS(=O)(=O)c3ccccc3)c2O[C@H]1CN(C)S(=O)(=O)c1cn(C)cn1,-5.2
Cc1noc(C)c1NC(=O)N(C)C[C@@H]1Oc2ccc(NC(=O)NC3CCCCC3)cc2C(=O)N([C@@H](C)CO)C[C@H]1C,11.7
C[C@@H]1CN([C@H](C)CO)C(=O)c2cc(NC(=O)Cc3cn(C)c4ccccc34)ccc2O[C@@H]1CN(C)Cc1ccc(Cl)c(Cl)c1,11.0
COc1ccccc1NC(=O)CN(c1cc(Cl)c(Cl)cc1Cl)S(C)(=O)=O,6.9
Cc1noc(C)c1S(=O)(=O)Nc1ccc2c(c1)C(=O)N([C@@H](C)CO)C[C@H](C)[C@@H](CN(C)S(=O)(=O)c1cccs1)O2,-5.7
NNC(=O)Cn1nnc(N2CCCC2)n1,20.7
C[C@@H]1CN([C@@H](C)CO)C(=O)c2cc(NC(=O)Nc3ccc(F)cc3)ccc2O[C@H]1CN(C)S(=O)(=O)c1cccs1,-16.1
C[C@@H]1CN([C@H](C)CO)C(=O)c2cc(NC(=O)c3ccncc3)ccc2O[C@H]1CN(C)S(=O)(=O)c1cn(C)cn1,-1.8
CC1CCCC(C)N1C(=O)c1cc2c(s1)-c1ccccc1OC2 (stereo unspecified),-1.0
C[C@H](CO)N1C[C@H](C)[C@@H](CN(C)Cc2ccc3c(c2)OCO3)Oc2c(NC(=O)Nc3cccc4ccccc34)cccc2C1=O,-2.3
C[C@@H]1CN([C@H](C)CO)C(=O)c2cc(NC(=O)Nc3ccc4c(c3)OCO4)ccc2O[C@@H]1CN(C)S(=O)(=O)c1cn(C)cn1,-3.2
C[C@H]1CN([C@@H](C)CO)C(=O)CCCn2nncc2CO[C@H]1CN(C)Cc1cccc(C(F)(F)F)c1,-9.7
Cc1ccc(S(=O)(=O)CC(C)N2CCOCC2)c(S(=O)(=O)CC(C)N2CCOCC2)c1 (stereo unspecified),-11.2
CC(C)(Oc1ccc(Cl)cc1)C(=O)O,-1.1
COC(=O)Cn1c(=O)c2cccn2c2ccccc21,-19.6
C[C@@H]1CN([C@@H](C)CO)C(=O)c2cc(NC(=O)Nc3ccccc3)ccc2O[C@H]1CN(C)Cc1ccc(Oc2ccccc2)cc1,26.2
C[C@H]1CN([C@@H](C)CO)C(=O)c2cc(NC(=O)C3CC3)ccc2O[C@@H]1CN(C)Cc1ccc(Oc2ccccc2)cc1,5.9
C[C@@H]1CN([C@H](C)CO)C(=O)Cc2cc(NC(=O)Nc3ccc(C(F)(F)F)cc3)ccc2O[C@@H]1CN(C)Cc1ccncc1,3.9
Cc1cccc(NC(=O)c2ccccc2NC(=O)COc2ccccc2)c1C,17.1
CCn1c(SCC(=O)Nc2ccc(OC)cc2)nc2ccsc2c1=O,5.6
C[C@H](CO)N1C[C@H](C)[C@H](CN(C)Cc2ccc(Cl)c(Cl)c2)Oc2ccc(NC(=O)CCCN(C)C)cc2C1=O,3.5
CSc1nc2ccc(NS(=O)(=O)c3ccccc3C(F)(F)F)cc2s1,1.7
CNC[C@H]1Oc2c(NC(=O)Nc3c(C)noc3C)cccc2C(=O)N([C@@H](C)CO)C[C@H]1C,-6.8
C[C@H](CO)N1C[C@H](C)[C@H](CN(C)S(=O)(=O)c2cccc(F)c2)Oc2ncc(-c3cccc(F)c3)cc2C1=O,-5.2
C[C@H]1CN([C@@H](C)CO)C(=O)CCCn2nncc2CO[C@@H]1CN(C)S(=O)(=O)c1ccc2c(c1)OCCCO2,2.9
COc1ccc(CN(C)C[C@H]2Oc3ccc(NC(=O)Cc4cn(C)c5ccccc45)cc3C(=O)N([C@H](C)CO)C[C@@H]2C)cc1,184.9*
CNC[C@@H]1Oc2c(NC(=O)Nc3ccc(F)cc3)cccc2C(=O)N([C@@H](C)CO)C[C@H]1C,-3.0
O=C(C1=C[C@H](c2ccc3c(c2)OCO3)C[C@H](OCc2ccc(CO)cc2)O1)N1CCCCC1,7.8
COCCOC(=O)N1C(=O)[C@@]2(c3cc(C#CCC(C(=O)OC)C(=O)OC)ccc31)[C@H](c1ccccc1OCCO)N1[C@H](c3ccccc3)[C@H](c3ccccc3)OC(=O)[C@H]1[C@@H]2C(N)=O,406.9*
C[C@@H]1CN([C@H](C)CO)C(=O)c2cccc(NC(=O)c3cnccn3)c2O[C@@H]1CN(C)Cc1ccncc1,-6.3
C[C@@H]1CN([C@@H](C)CO)C(=O)c2cc(NC(=O)C3CCCCC3)ccc2O[C@H]1CN(C)Cc1ccc(C(F)(F)F)cc1,-16.3
c1ccc2c(c1)CCc1c-2nc2ccccc2c1N1CCOCC1,20.2
C[C@@H]1CN([C@H](C)CO)C(=O)c2cccc(NC(=O)c3ccc(-c4nccs4)cc3)c2O[C@H]1CN(C)Cc1ccc(C(=O)Nc2ccccc2N)cc1,95.5*
C[C@H]1CN([C@@H](C)CO)C(=O)Cc2cc(NC(=O)CCN3CCOCC3)ccc2O[C@H]1CN(C)S(=O)(=O)c1ccc(F)cc1,0.9
C[C@@H]1CN([C@@H](C)CO)C(=O)c2cc(NC(=O)Nc3ccc(C(F)(F)F)cc3)ccc2O[C@@H]1CN(C)Cc1ccc(C(=O)O)cc1,-6.6
COc1ccc(NC(=O)N(C)C[C@H]2Oc3ccc(NC(=O)NC(C)C)cc3C(=O)N([C@H](C)CO)C[C@@H]2C)cc1,0.7
COc1ccc(OC)c(S(=O)(=O)N2CCC(C(=O)Nc3ccc(Oc4ccccc4)cc3)CC2)c1,48.1
C[C@H]1CN([C@@H](C)CO)C(=O)c2cc(NC(=O)CCC(F)(F)F)ccc2O[C@@H]1CN(C)S(=O)(=O)c1ccccc1,6.1
C[C@H](CO)N1C[C@H](C)[C@H](CN(C)C(=O)Nc2ccc(C(F)(F)F)cc2)Oc2ccc(NC(=O)CCCCCC(=O)Nc3ccccc3N)cc2C1=O,21.2
CC(C)Oc1ccc(C2CC(=O)NNC2=O)cc1 (stereo unspecified),49.6
CCC(=O)Nc1ccc(C(=O)c2ccccc2)cc1,15.0
Cc1cccc(Oc2coc3cc(OCC(=O)Nc4ccccc4C(F)(F)F)ccc3c2=O)c1,17.1
Cc1ccc2nc(-c3ccc(NC(=O)CCN4C(=O)c5ccccc5C4=O)cc3)[nH]c2c1,-9.2
Cc1onc(-c2ccccc2)c1C(=O)N(CCC#N)CCC#N,-4.5
C[C@@H]1CN([C@@H](C)CO)C(=O)c2cc(NC(=O)C3CCCCC3)ccc2O[C@@H]1CN(C)S(=O)(=O)c1ccccc1,-2.8
CCOC(=O)CSc1nncc(=O)[nH]1,-8.0
CCN(CC)C(=S)SC1=CCS(=O)(=O)C1,-7.7
O=C(N/N=C/c1cc(Br)cs1)c1ccccn1,1.2
Cc1ccc(N(C(C)C(=O)Nc2cccc(Br)c2)S(C)(=O)=O)cc1C (stereo unspecified),-1.6

# Next compounds follow:
SMILES,ROS inducer
Cc1noc(C)c1NC(=O)N(C)C[C@H]1OCCCC[C@@H](C)Oc2ccc(NS(C)(=O)=O)cc2C(=O)N([C@H](C)CO)C[C@@H]1C,-10.8
COc1ccc(S(=O)(=O)N(C)C[C@H]2Oc3c(NC(=O)NC(C)C)cccc3C(=O)N([C@H](C)CO)C[C@H]2C)cc1,-4.1
Cc1cc(-c2ccccc2)nc(SCC(=O)Nc2sc3c(c2C#N)CCCC3)n1,42.4
C[C@@H]1CN([C@@H](C)CO)C(=O)CCCn2cc(nn2)CO[C@@H]1CN(C)Cc1cccc(C(=O)O)c1,-10.3
COc1ccc(NC(=O)N(C)C[C@@H]2Oc3ccc(NS(C)(=O)=O)cc3C(=O)N([C@H](C)CO)C[C@@H]2C)cc1,-8.9
CCNc1nc(OC)nc(Oc2ccc(/C=N/O)cc2)n1,-6.6
Cc1c(C(=O)N(C)C)sc(NC(=O)c2cc(-c3cccnc3)nc3c(C)c(Cl)ccc23)c1C#N,-8.0
COc1cc2c(cc1OC)C(C)N(S(=O)(=O)c1ccc(C)cc1)CC2 (stereo unspecified),-3.4
C[C@@H]1CN([C@@H](C)CO)C(=O)c2cccc(N(C)C)c2O[C@@H]1CN(C)Cc1ccc(-c2ccccc2)cc1,-0.7
C[C@H](CO)N1C[C@H](C)[C@H](CN(C)S(=O)(=O)c2cccs2)Oc2c(NC(=O)Nc3ccccc3)cccc2C1=O,6.8
COc1ccc(NC(=O)Nc2cccc3c2O[C@H](CN(C)C(=O)NC(C)C)[C@H](C)CN([C@H](C)CO)C3=O)cc1,-8.0
CCC(C)C(O)C(C)(O)/C=C/C1=CC2=C(Cl)C(=O)C(C)(O)C(O)C2=CO1 (stereo unspecified),-7.6
Cc1ccc(S(=O)(=O)Nc2ccc3c(c2)C(=O)N([C@H](C)CO)C[C@H](C)[C@H](CN(C)C(=O)c2ccncc2)OCCCC[C@@H](C)O3)cc1,108.1*
Cc1ccc(NC(=O)CN(c2cc(Cl)c(Cl)cc2Cl)S(C)(=O)=O)cc1Cl,13.0
O=S(=O)(c1ccccc1)N1N=C(c2ccccc2)CC1c1ccco1 (stereo unspecified),13.8
C[C@H](CO)N1C[C@H](C)[C@H](CN(C)Cc2ccc(-c3ccccc3)cc2)Oc2c(NS(=O)(=O)c3cccs3)cccc2C1=O,1.4
Cc1cccc(OCC(=O)Nc2ccccc2C(=O)NC(C)(C)C)c1,5.9
C[C@@H]1CN([C@H](C)CO)C(=O)c2cc(NC(=O)Nc3ccc(C(F)(F)F)cc3)ccc2O[C@@H]1CN(C)S(C)(=O)=O,-4.7
CCn1c(SCC(=O)Nc2ccc(F)cc2)nnc1-c1ccc(Cl)cc1Cl,-5.6
C[C@@H]1CN([C@H](C)CO)C(=O)c2cc(NC(=O)Nc3ccc(C(F)(F)F)cc3)ccc2O[C@H]1CN(C)Cc1ccc(C(F)(F)F)cc1,11.5
C[C@@H]1CN([C@H](C)CO)C(=O)CCCn2cc(nn2)CO[C@@H]1CN(C)S(=O)(=O)c1ccc(F)cc1,-26.6
NC(=O)C1CCN(S(=O)(=O)c2ccccc2)CC1,-3.3
COc1ccc(N(CC(=O)Nc2ccccc2F)S(C)(=O)=O)cc1,-2.8
CC(C)NC(=O)c1ccc(-c2ccccc2)cc1,-15.5
C[C@H]1CN([C@@H](C)CO)C(=O)Cc2cc(NC(=O)CCCCCC(=O)Nc3ccccc3N)ccc2O[C@@H]1CN(C)S(=O)(=O)c1cn(C)cn1,-0.5
O=C(CCCCCCC(=O)Nc1ccccc1O)N/N=C/c1cccc(C(=O)O)c1,-4.8
O=C(O)CCCCCC(=O)N/N=C/CCC1CCCCC1,-4.3
Oc1ccc2oc3c(c2c1/C=N/N1CCCCC1)CCCC3,3.6
COc1ccc(CN(C)C[C@@H]2Oc3c(NS(=O)(=O)c4ccc(C)cc4)cccc3C(=O)N([C@H](C)CO)C[C@@H]2C)cc1,6.3
COc1ccc([Si](C)(C)[C@@H]2[C@@H](CCO)O[C@]3(C(=O)N(Cc4ccc(NC(=O)[C@H](C)O)cc4)c4ccccc43)[C@H]2C)cc1,90.8*
COc1ccc(-c2noc(N3CCC(C(=O)NCCN4CCc5ccccc5C4)CC3)n2)cc1,-3.5
CC(Oc1ccc2c(-c3ccccc3)cc(=O)oc2c1)C(=O)O (stereo unspecified),56.5
C[C@H]1CN([C@@H](C)CO)C(=O)c2cc(NC(=O)Nc3ccccc3)ccc2O[C@@H]1CN(C)C(=O)Nc1ccc(C(F)(F)F)cc1,-7.1
CCC(C(=O)OC)n1cnc2c(nnn2Cc2ccccc2F)c1=O (stereo unspecified),-3.0

# 6 successive entries already listed, quoted:
SMILES,ROS inducer
O=C(CSc1nnc(-c2ccccc2O)n1-c1ccccc1)Nc1ccc2c(c1)OCCO2,32.3
C[C@H]1CN([C@@H](C)CO)C(=O)c2cc(NC(=O)Nc3ccc(C(F)(F)F)cc3)ccc2O[C@H]1CN(C)Cc1ccc(-c2ccccc2)cc1,36.6
CC1CCN(C(=O)c2ccc(-c3nn(C)c(=O)c4ccccc34)cc2)CC1,8.7
COC(=O)c1c(C)oc2ccc(OC(=O)c3ccc(OC)cc3)cc12,22.6
Cc1noc(C)c1NC(=O)N(C)C[C@H]1Oc2ccc(NC(=O)C3CC3)cc2CC(=O)N([C@@H](C)CO)C[C@H]1C,8.0
C[C@@H]1CCCCO[C@@H](CN(C)C(=O)c2ccncc2)[C@@H](C)CN([C@H](C)CO)C(=O)c2cc(NS(=O)(=O)c3ccc(F)cc3)ccc2O1,6.3

# An excerpt, so the mix of outcomes need not match the whole.
